# Source: PubChem BioAssay (several laboratories)
# m-calpain inh: inhibitors of pig calpain II, primary screen, biochemical, fluorogenic peptide substrate, 1536-well | 0.37% of 220,000 active | purified calpain II, 30 min | inhibition, % at 16 µM | AID 1236, 2008;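 active = inhibition above about 50%, limit read from the data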
# 14-3-3 Bad inh: inhibitors of 14-3-3 zeta/Bad binding, primary screen, biochemical, TR-FRET, bovine 14-3-3 zeta | 14-3-3 protein zeta/delta (Bos taurus), P63103 | TR-FRET 14-3-3zeta/Dy647-pBad peptide displacement, 1 h | inhibition, % at 21.7 µM | 0.71% of 220,000 active;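 active = inhibition above about 70%, limit read from the data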;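 also: 0% = full 14-3-3 plus peptide FRET controls and 100% = background without 14-3-3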
# Target sequence (P63103 whole entry, looked up): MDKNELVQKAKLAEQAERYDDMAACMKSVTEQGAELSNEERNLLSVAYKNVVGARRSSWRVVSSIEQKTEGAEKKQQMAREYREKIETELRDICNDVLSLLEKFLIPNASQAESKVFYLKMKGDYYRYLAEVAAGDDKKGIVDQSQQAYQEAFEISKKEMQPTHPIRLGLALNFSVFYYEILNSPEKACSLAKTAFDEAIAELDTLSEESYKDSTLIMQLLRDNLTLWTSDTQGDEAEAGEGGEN
# eIF4E-4G inh: eIF4E–eIF4G protein interaction inhibitors, primary screen, biochemical, uHTS, TR-FRET, eIF4GI fragment; 0.37% of 220,000 active; TR-FRET eIF4E-eIF4GI(517-606) binding, 2 h; inhibition, % at 21.7 µM; Eukaryotic translation initiation factor 4E (Mus musculus) + Eukaryotic translation …;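 active = inhibition above about 30%, limit read from the data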;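 also: 0% = full FRET control wells and 100% = background wells lacking eIF4GI fragment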
# TbHK1 inh: Trypanosoma brucei hexokinase 1 inhibitors, primary screen, biochemical, G6PDH-coupled NADH absorbance, MLSCN library. hexokinase 1 [Trypanosoma brucei]. recombinant TbHK1, G6PDH-coupled NADH A340. inhibition, % at 10 µM. 0.11% of 220,000 active;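 active = inhibition of 50% or more in the single-dose primary screen; inactive = inhibition below 50%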
# EP2 modulator: EP2 receptor modulators, cAMP readout, primary screen, cell-based, HTRF cAMP, PGE2 stimulation | Prostaglandin E2 receptor EP2 subtype (Homo sapiens), P43116 | EP2-expressing cells, cAMP HTRF FRET, PGE2 co-stimulation | induction, % at 25 µM | 0.83% of 260,000 active | AID 940, 2007;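 active = compounds whose cAMP rise, as percent of the full-agonist control response, exceeds 60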;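 also: rat C6 glioma line stably carrying human EP2 under a CMV promoter; the protocol text gives 20 µM as final concentration; 100% = response of wells given 1 µM PGE2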
# EP2 antag: human EP2 receptor antagonists, primary screen, TR-FRET cAMP, C6 glioma cells; C6 glioma cells expressing human EP2; cells stimulated with saturating PGE2; inhibition, % at 25 µM; 0.52% of 260,000 active; AID 1422, 2008;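 active = percent inhibition above 40 after rounding to a whole number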;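 also: rat C6 glioma host cells with rolipram phosphodiesterase inhibitor present; the protocol text gives 20 µM as final concentration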
# Rad51 HR inh: human RAD51 strand exchange inhibitors, primary screen, biochemical, fluorescence | DNA repair protein RAD51 homolog 1 (Homo sapiens), Q06609 | hRad51 DNA strand exchange, fluorescence dequenching | inhibition, % at 10 µM | 0.085% of 200,000 active | AID 1385, 2008;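 active = inhibition above 40% at the single screening dose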;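 also: 0% = DMSO control wells and 100% = blanks with heterologous ssDNA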
# Target sequence (Q06609 whole entry, looked up): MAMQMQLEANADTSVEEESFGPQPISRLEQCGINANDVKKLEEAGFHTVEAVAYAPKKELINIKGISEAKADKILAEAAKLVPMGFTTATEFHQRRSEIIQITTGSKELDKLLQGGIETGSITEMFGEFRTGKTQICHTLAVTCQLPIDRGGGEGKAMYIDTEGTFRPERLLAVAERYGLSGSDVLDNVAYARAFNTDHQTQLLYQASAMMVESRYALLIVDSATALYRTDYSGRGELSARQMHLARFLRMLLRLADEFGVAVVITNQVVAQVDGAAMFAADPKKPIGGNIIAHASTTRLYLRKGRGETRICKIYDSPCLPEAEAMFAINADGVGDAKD
#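 Test system: preformed human Rad51 ssDNA filaments; also added: Donor/quencher-labelled 47-bp dsDNA substrate; doses: 10 µM final, single point; times: 37 °C 15-min filament assembly, 30-min compound preincubation, 15-min exchange; detection: FRET fluorescence dequenching, excitation 485 nm, emission 520 nm; read-out basis: Fluorescence-based percent inhibition, control- and blank-normalised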
# Hck-Nef inh: inhibitors of Nef-activated human Hck kinase, primary screen, biochemical, Z-Lyte FRET, 384-well, Hck-YEEI | Recombinant Hck-YEEI plus Nef, Z-Lyte FRET kinase assay | Tyrosine-protein kinase HCK (Homo sapiens), P08631 | AID 463187, 2010 | 0.68% of 220,000 active | inhibition, % at 20 µM;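 active = Hck-Nef kinase inhibition above about 50%, limit read from the data; inactive = inhibition below that limit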;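 also: 0% = DMSO with Hck plus Nef and 100% = Hck alone without Nef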
# Target sequence (P08631 whole entry, looked up): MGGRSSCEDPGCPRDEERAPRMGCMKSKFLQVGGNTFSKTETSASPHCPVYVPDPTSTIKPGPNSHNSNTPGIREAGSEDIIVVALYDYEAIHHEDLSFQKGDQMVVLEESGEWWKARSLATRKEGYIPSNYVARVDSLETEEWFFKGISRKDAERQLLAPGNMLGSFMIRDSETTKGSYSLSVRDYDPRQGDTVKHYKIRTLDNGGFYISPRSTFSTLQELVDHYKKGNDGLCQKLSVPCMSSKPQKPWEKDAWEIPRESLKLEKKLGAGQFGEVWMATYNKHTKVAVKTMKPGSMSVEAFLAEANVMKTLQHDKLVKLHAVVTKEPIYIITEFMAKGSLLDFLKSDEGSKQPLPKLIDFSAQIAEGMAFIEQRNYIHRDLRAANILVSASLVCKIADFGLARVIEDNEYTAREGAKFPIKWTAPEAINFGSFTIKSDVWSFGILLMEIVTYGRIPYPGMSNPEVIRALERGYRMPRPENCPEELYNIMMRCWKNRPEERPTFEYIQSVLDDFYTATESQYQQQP
# zVAD death inh: inhibitors of zVAD-triggered necroptosis, primary screen, L929 cells. L929 zVAD necroptosis rescue, ATP luminescence, 24 h; with zVAD 60 µM. viability rescue, % at 10 µM. 0.38% of 220,000 active;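 active = activation, scaled between plate controls, above about 75%, limit read from the data; inactive = activation under that limit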;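 also: 0% = zVAD with DMSO and 100% = DMSO alone without zVAD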
# * = called active by the depositor; / = no result given; & = joins results of further samples; [ ] = dose if it differs, or a comment. A portion of the library (hit frequency here may not be typical).
SMILES,m-calpain inh,14-3-3 Bad inh,eIF4E-4G inh,TbHK1 inh,EP2 modulator,EP2 antag,Rad51 HR inh,Hck-Nef inh,zVAD death inh
Cc1ccc2nc(C)c(C(=O)O)cc2c1,-8,-5,-3,-3,5,9,1,27,1.6
CC(C)C(=O)N1CCC2(CC1)Oc1ccc(F)cc1C(=O)C21CC(c2cccnc2)=NO1 (stereo not drawn),-10,-3,-5,-14,17,4,-2,24,0.6
Cc1nn(Cc2ccc(Cl)cc2)c(C)c1NC(=O)Cn1nc([N+](=O)[O-])c(Cl)c1C,4,3,-2,0,-6,7,-5,-1,0.3
Cc1cnn(CCC(=O)NNC(=S)NCC(C)C)c1,-11,-25,10[fluorescence artefact?],2,16,0,0,3,-0.5
Cc1cc(C(=O)N2CCN(c3ncccn3)CC2)c(C)o1,-13,7,0,0,20,7,4,1,0.1
O=C1CS/C(=N/N=C/c2cccs2)N1,28,-19,2,-24,21,4,-30,19,2.5
COC(=O)c1ccc(COc2ccc3c(c2)CCC3)o1,3,-1,-4,2,41,14,-1,5,0.3
Cc1ccc(NC(=O)Cn2nnc3ccccc32)c(C)c1,-18,-4,1,0,-17,2,0,19,0.7
O=C(Cn1nc(-c2ccccc2)ccc1=O)Nc1ccc(-n2cnnn2)cc1,13,7,2,-17,-37&-11,4&3,-36,11,0.3
N/C(CC(=O)NC1CCCCC1)=N\OCC(=O)Nc1ccc(Cl)c(Cl)c1,-18,-3,-5,-5,-2,7,-20,32,0.0
NC(=O)c1cc2ccncc2c2ccccc12,0,4,1,-10,16,9,-2,12,7.0
Cn1nc(/C=C/c2ccccc2)ccc1=O,-317,-8,-2,-9,-46,2,-8,17,-1.5
COc1ccc(-c2cccc(C(=O)Nc3ccc(C)cc3)c2)cc1,-44,-4[fluorescence artefact?],-3,-3,-17,12,-1,-1,0.6
O=c1oc2cc(S(=O)(=O)NCCCO)ccc2c2ccc(S(=O)(=O)NCCCO)cc12,-16,1,-4,-6,-6,6,6,21,0.1
COc1ccccc1C(=O)Nc1c2c(nn1-c1cccc(C)c1C)CS(=O)(=O)C2,-469,20[fluorescence artefact?],-28,-1,30,6,-4,0,-0.1
O=C(Nc1ccc(S(=O)(=O)N2CCCC2)cc1)C1COc2ccccc2O1 (stereo not drawn),26,-2,0,0,0,5,-2,1,6.4
CCO/C([O-])=N/c1sn[n+](C)c1C,7,-2,4,-24,4,9,21,17,0.1
COc1ccc(/C=N/n2cnc3scc(-c4cccs4)c3c2=O)cc1OC,-28,-8[fluorescence artefact?],3[fluorescence artefact?],-3,38,12,6,2,0.3
CC(OC(=O)c1ccc2ncsc2c1)C(=O)N1CCCC1 (stereo not drawn),-19,-5,-1,1,15,7,0,20,-0.6
COC(=O)CCP(=O)(O)Cc1ccccc1CP(=O)(O)CCC(=O)OC,-3,61,4,7,11,5,8,2,-0.2
CC(NS(=O)(=O)c1ccc(Br)cc1)C(=O)NCc1ccco1 (stereo not drawn),5,-8,-1,9,10,2,-8,12,-0.2
OCCCNc1nc(-c2ccc(Br)cc2)nnc1-c1ccc(Cl)cc1,15,-4,-1,-6,95*,9,/,5,0.3
Cc1cc(C)cc(NC(=O)Oc2ccccc2N2CCCCC2)c1,1,2,0,0,23,9,-14,14,0.8
COc1cccc(-c2nn(-c3ccccc3)cc2C(=O)Nc2nccs2)c1,-11,6,0,-2,7,11,1,8,-0.2
O=C1C2C(c3ccccc3)CC=CC2[C@H](c2cccc([N+](=O)[O-])c2)N1Cc1ccccc1 (stereo partly drawn),4,0,-4,0,40,9,8,15,0.3

# (cont.)
SMILES,m-calpain inh,14-3-3 Bad inh,eIF4E-4G inh,TbHK1 inh,EP2 modulator,EP2 antag,Rad51 HR inh,Hck-Nef inh,zVAD death inh
CC1CN(S(=O)(=O)c2cccc(C(=O)NCCCn3ccnc3)c2)CC(C)O1 (stereo not drawn),7,9,-3,-7,9,10,-4,3,-0.1
Cc1ccc(-c2cccc(CN3CCN(C(C)C)C(CCO)C3)c2)o1 (stereo not drawn),-3,-11,0,6,10,4,8,0,-0.1
Cn1cnnc1SCC(=O)c1ccc2c(c1)OCCO2,-31,21[fluorescence artefact?],6[fluorescence artefact?],-2,25,5,-3,-14,-0.8
Cc1cccc(C(=O)NC2CCN(C(=O)Nc3ccccc3C)CC2)c1,13,2,0,4,-43,2,-3,21,4.8
O=C(NCc1cccnc1)c1ccc([N+](=O)[O-])o1,7,7,1,-7,3,9,4,24,-2.5
COC(=O)c1cccc(NS(=O)(=O)c2cccs2)c1C,14,-5,0,6,38,6,-4,-8,0.4
Cc1nn(Cc2ccc(C(=O)NC(C)(C)C)o2)c(C)c1Br,-28,-10,5,50*,2,15,-2,-3,-0.2
C=CCc1ccc(OCCOc2cccc3cccnc23)c(OC)c1,25,-2[fluorescence artefact?],-2[fluorescence artefact?],-2,-26,8,-49,4,0.9
CCn1c(SCC(=O)Nc2cccc(F)c2)nnc1-c1cc2cc(Br)ccc2o1,-55,43[fluorescence artefact?],-43[fluorescence artefact?],-10,30,6,0,3,0.2
COc1cc2c(cc1OC)CN(CC(=O)NC(=O)NC1CCCCC1)CC2,-116,-7,1,-3,19,5,15,-7,-0.1
O=C(Cn1nc(-c2ccccc2)ccc1=O)Nc1ccc(N2CCN(C(=O)c3cccs3)CC2)cc1,-124,6,0,-8,-28,8,-9,19,-1.3
COc1ccc(-c2[nH]ncc2CN2CCC(c3ccncc3)CC2)cc1F,-5,6,-3,-9,-14,9,5,22,0.9
COc1ccc(-n2c(=O)c3ccccc3c3ccccc3c2=O)c(OC)c1,-66,8,2[fluorescence artefact?],5,12,5,3,0,1.7
N=c1c2ccccc2nnn1-c1cccc(C(F)(F)F)c1,20,-1,-3,-4,-29,6,-18,9,1.9
Cn1nccc1C(=O)N1CCc2ccccc21,2,1[fluorescence artefact?],2[fluorescence artefact?],4,5,11,-12,13,-0.3
N#Cc1nc(COc2ccccc2Cl)oc1NCc1ccco1,-22,8,3,3,-15,7,-28,1,-0.3
CC(C)(C)n1ncc2c(=O)n(CC(=O)N3CCN(c4ccccc4)CC3)cnc21,-39,-15[fluorescence artefact?],11,6,14,11,0,-2,0.2
CC1=C(C(=O)N(C)C)C(c2ccccc2OC(F)F)NC(=O)N1 (stereo not drawn),-19,-8,4,-1,14,6,-117,1,-0.2
C=CC[n+]1c(-c2ccc(C)cc2)csc1Nc1c(C)n(C)n(-c2ccccc2)c1=O,26,-2,8,8,33,12,-6,19,1.5
NC(=O)c1ccsc1NC(=O)COC(=O)c1ccccc1NCc1ccco1,-144,4,2,-14,5,13,-2,3,1.1
C[C@H](NC(=O)c1nc[nH]c1C(=O)N[C@H](C)c1ccccc1)C(=O)OC(C)(C)C,0,-4,5,5,-3,/,/,10,-0.3
COc1cccc(NC(=O)CSc2nc3ccccc3c(=O)n2Cc2cccs2)c1,1,0,1,4,35,5,16,-31,1.1
CCN(CCS(=O)(=O)c1ccc(Cl)cc1)C(=O)Nc1ccccc1,3,4,6,-1,15,3,14,3,0.7
CCC(C(=O)N1CC2(C)CC1CC(C)(C)C2)N1C(=O)c2ccccc2C1=O (stereo not drawn),16,4,5,2,1,5,5,2,3.7
CCCc1cc(-c2n[nH]c(=S)n2CC(C)C)cs1,50*,-12,12,2,25,4,10,9,0.2

# Ordered by formula weight (smallest number first): some entries from above.
SMILES,m-calpain inh,14-3-3 Bad inh,eIF4E-4G inh,TbHK1 inh,EP2 modulator,EP2 antag,Rad51 HR inh,Hck-Nef inh,zVAD death inh
Cc1ccc2nc(C)c(C(=O)O)cc2c1,-8,-5,-3,-3,5,9,1,27,1.6
Cc1cnn(CCC(=O)NNC(=S)NCC(C)C)c1,-11,-25,10[fluorescence artefact?],2,16,0,0,3,-0.5
O=C(Cn1nc(-c2ccccc2)ccc1=O)Nc1ccc(-n2cnnn2)cc1,13,7,2,-17,-37&-11,4&3,-36,11,0.3
COc1ccc(/C=N/n2cnc3scc(-c4cccs4)c3c2=O)cc1OC,-28,-8[fluorescence artefact?],3[fluorescence artefact?],-3,38,12,6,2,0.3

# (cont.)
SMILES,m-calpain inh,14-3-3 Bad inh,eIF4E-4G inh,TbHK1 inh,EP2 modulator,EP2 antag,Rad51 HR inh,Hck-Nef inh,zVAD death inh
CCc1ccc(NC(=O)C(C)OC(=O)C2CCC(=O)N2)cc1 (stereo not drawn),-53,7,2,9,14,5,-11,15,-0.9
Cc1c(Cc2ccc3c(c2)OCO3)sc(NC(=O)c2cccc3ccccc23)c1C(N)=O,-55,9,-3,1,-24,18,6,21,/
Cc1nn(-c2cc(C)c3ccccc3n2)c2c1CCC2,0,-3,-3,-13,64*,0,1,3,1.0
CC(C)(C)Sc1ccc(/C=N/O)cc1[N+](=O)[O-],39,-4,1,3,-49,7,7,25,0.1
O=C(NCc1ccc(Cl)cc1)C1C2C=CC3(CN(Cc4cccnc4)C(=O)C13)O2 (stereo not drawn),-15,17,-1[fluorescence artefact?],1,-7,9,-1,-1,0.2
CCOC(=O)c1ccc(NC(=S)N2CCN(CCN=CC3=C(O)CC(c4ccccc4)CC3=O)CC2)cc1 (stereo not drawn),-27,-7,-3,-15,3,7,9,6,-0.6
Cn1ncc(C(=O)Nc2ccc(Cl)cc2)c1C(F)(F)F,-21,-12,-1,-1,-28,12,0,-2,1.1
C=C(C)C(=O)OCC(=O)NCc1ccccc1,-35,-24,-3,-3,26,8,9,13,1.3
O=P(O)(CCc1ccccn1)CN1CCCCC1,-1,-1[fluorescence artefact?],-7,1,11,5,-6,-1,-0.3
CC1CCN(c2cc(C#N)c(C#N)cc2[N+](=O)[O-])CC1,-18,8,6,-5,0,6,7,-22,-0.1
COc1ccccc1CCNC(=O)CSc1ccc(-c2cccs2)nn1,9,-11,-1,-5,-33,9,5,31,0.4
O=C(CCN1CCN(c2ccccn2)CC1)Nc1ccc(F)cc1,-37,-6,-11,5,-1,23,6,1,0.1
CCOC(=O)C(C)Sc1ccc2nnc(CCNS(=O)(=O)c3ccc(C)cc3)n2n1 (stereo not drawn),19,1,3,-1,6,5,/,1,-0.8
Cc1ccc(OCc2ccc(C(=O)Nc3c(C)nn(Cc4c(F)c(F)c(F)c(F)c4F)c3C)o2)c([N+](=O)[O-])c1,13,-17,-19,3,-6,4,-7,-2,6.8
CCOC(=O)Nc1ccc2c(c1)N(C(=O)CCN(C)C)c1ccccc1S2,6,8,3,7,-11,7,-2,0,0.3
O=C(Nc1cccc2oc(=O)ccc12)c1ccc([N+](=O)[O-])cc1[N+](=O)[O-],64*,3,1,-10,16,10,15,0,2.1
CCOc1cccc2cc(-c3csc(NC(=O)CCC(=O)NCCN4CCCCC4C)n3)c(=O)oc12 (stereo not drawn),-45,-7,-3,-17,-49,10,19,-53,-0.4
Cc1ccc(-c2nnc(-c3ccc(NC(=O)Cc4cccs4)cc3)o2)cc1,-69,54[fluorescence artefact?],-19,-8,16,12,4,11,0.0
Cc1ccc(CNC(=O)COC(=O)c2ccc(S(=O)(=O)N(C)C)cc2)cc1,-12,-6,3,-1,20,8,13,19,3.6
Cc1ccc(NC(=O)c2cnccn2)cc1S(=O)(=O)N(C)C,2,-10[fluorescence artefact?],-1,32,-9,6,7,8,1.0
